GLS inh = qHTS for Inhibitors of Glutaminase (GLS). Glutaminase kidney isoform, mitochondrial (Homo sapiens), O94925. GLS enzymatic activity, qHTS titration. Potency, µM (titrated, usually from 45.5 µM), without a hit: at the highest dose activity change, negative = inhibition, actives largely listed as inhibitors. hit rate 0.21% among 410,000; also: potency is read from the fitted curve at half-maximal effect; % is scaled to controls: 0 for no effect and ±100 for the full control effect
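Compounds were pin-transferred onto hKGA, after which L-glutamine (1 mM solution) and a detection mix of glutamate oxidase, HRP and Amplex Red were added. Initial and 30 min RT fluorescence reads were collected.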
JMJD2A Tudor inh = qHTS Assay for Inhibitors of JMJD2A-Tudor Domain; AID 504339, 2011; hit rate 4.4% among 390,000; AlphaScreen JMJD2A-Tudor / H3K4me3 peptide binding; Lysine-specific demethylase 4A (Homo sapiens), O75164; Potency, µM (top dose mostly 114 µM), for inactives: at the top dose activity change, negative = inhibition, actives largely listed as inhibitors; also: potency is read from the fitted curve at half-maximal effect; % is scaled to controls: 0 for no effect and ±100 for the full control effect; nearly all actives have a fitted effect of over 50% in size
Target sequence (O75164 whole entry, looked up, the tested form may be a part): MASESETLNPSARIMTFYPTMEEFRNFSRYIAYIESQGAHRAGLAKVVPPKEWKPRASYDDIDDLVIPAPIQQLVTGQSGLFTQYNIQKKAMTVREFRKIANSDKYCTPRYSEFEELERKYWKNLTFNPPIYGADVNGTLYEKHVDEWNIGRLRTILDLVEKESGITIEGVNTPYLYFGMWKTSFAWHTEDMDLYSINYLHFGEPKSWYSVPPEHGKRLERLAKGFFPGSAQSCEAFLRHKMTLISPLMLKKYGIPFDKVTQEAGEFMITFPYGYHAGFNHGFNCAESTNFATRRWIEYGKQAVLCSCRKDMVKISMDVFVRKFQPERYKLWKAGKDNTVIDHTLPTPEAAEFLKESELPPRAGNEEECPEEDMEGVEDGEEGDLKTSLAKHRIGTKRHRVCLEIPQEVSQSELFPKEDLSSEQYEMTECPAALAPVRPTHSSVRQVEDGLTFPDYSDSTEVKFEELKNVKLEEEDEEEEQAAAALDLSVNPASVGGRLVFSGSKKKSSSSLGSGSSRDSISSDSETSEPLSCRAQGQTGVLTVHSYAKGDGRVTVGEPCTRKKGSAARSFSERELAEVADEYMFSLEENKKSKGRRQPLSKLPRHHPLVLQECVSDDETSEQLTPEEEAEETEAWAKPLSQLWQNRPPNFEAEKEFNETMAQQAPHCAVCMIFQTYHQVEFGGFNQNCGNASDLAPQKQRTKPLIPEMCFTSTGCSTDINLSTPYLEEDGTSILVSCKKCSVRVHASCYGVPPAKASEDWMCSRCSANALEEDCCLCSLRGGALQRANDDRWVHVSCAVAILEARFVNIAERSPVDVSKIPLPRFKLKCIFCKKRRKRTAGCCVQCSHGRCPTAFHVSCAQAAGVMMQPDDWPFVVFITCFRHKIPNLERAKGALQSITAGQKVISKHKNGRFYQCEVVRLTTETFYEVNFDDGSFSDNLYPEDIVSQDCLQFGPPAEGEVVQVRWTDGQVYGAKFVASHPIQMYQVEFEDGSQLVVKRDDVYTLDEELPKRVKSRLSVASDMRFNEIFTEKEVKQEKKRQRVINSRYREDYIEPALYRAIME
Pin1 inh = qHTS Assay to Find Inhibitors of Pin1 | Peptidyl-prolyl cis-trans isomerase NIMA-interacting 1 (Homo sapiens), Q13526 | Pin1 FP peptide displacement, HiFluor488, 10 min | Potency, µM (titrated, usually from 115 µM), without a hit: top-dose activity, negative = inhibition, usual class: inhibitors | hit rate 0.009% among 390,000 | AID 504891, 2011; active = well fitted inhibition curve with a large enough effect in the polarisation, with a control signal flat, not every such curve was filed as active; inconclusive = small, poorly fitted or top-dose-only effect, or effect the other way, or a change in a side signal; inactive = no such curve, though single readings can be large or run the other way; the % refers to the polarisation; also: potency is read from the fitted curve at half-maximal effect; % is scaled to controls: 0 for no effect and ±100 for the full control effect
BAZ2B inh = qHTS Assay for Inhibitors of BAZ2B; Bromodomain adjacent to zinc finger domain protein 2B (Homo sapiens), Q9UIF8; AlphaScreen BAZ2B-H3K14Ac peptide displacement; Potency, µM (series often up to 114 µM), for the others: at the top dose activity change, negative = inhibition, usual class: inhibitors; hit rate 4.4% among 360,000; AID 504333, 2011; also: potency is read from the fitted curve at half-maximal effect; % is scaled to controls: 0 for no effect and ±100 for the full control effect; nearly all actives have a fitted effect of over 60% in size
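Compounds, titrated to a top concentration of 110 uM, were incubated 30 min at room temperature with preformed BAZ2B/acetyl-K14 H3 peptide complex (50 nM each). Proximity signal was measured by AlphaScreen after 20 min with beads.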
ERG-DNA inh = qHTS for Small Molecule Inhibitors of the ERG Ets/DNA interaction. Potency, µM (doses to about 76.9 µM), inactives show at the top dose FP activity, negative = inhibition, hits mostly inhibitors. AID 624246, 2012. hit rate 0.028% among 370,000. Transcriptional regulator ERG (Homo sapiens), P11308. fluorescence polarization, His-ERG Ets domain / labelled DNA; active = well fitted inhibition curve with a large enough effect in the polarisation, with a control signal flat; inconclusive = small, poorly fitted or top-dose-only effect, or effect the other way, or a change in a side signal; inactive = no such curve, though single readings can be large or run the other way; the % refers to the polarisation;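 also: polarization taken with two DNA probes labelled with fluorescein and Texas red; potency is read from the fitted curve at half-maximal effect; % of control where 0% means no effect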
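His-tagged ERG Ets domain (1 uM in the protein solution; 300mM KCl, 50mM Tris-HCl, 1mM EDTA, 1mM DTT, pH 7.5) received compound, then a probe mix of 5 nM fluorescein-DNA and 100nM Texas-615-DNA. Fluorescence polarization was read for both dyes.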
PI4K2A inh = qHTS for small molecular inhibitors of PI4K2A | hit rate 0.13% among 420,000 | activity change, negative = inhibition, % at 76.9 µM | purified PI4K2A, ADP-Glo luminescence, 1 h; hits give low values | Phosphatidylinositol 4-kinase type 2-alpha (Homo sapiens), Q9BTU6 | AID 1346378, 2018; in the data active = activity change below about -50%; inconclusive = mostly about -30% to -49%;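 also: -100% = wells without enzyme as full effect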
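ADP-Glo luminescence measured ADP generated by PI4K2A enzyme (4 ug/mL before mixing) with 1.2 mM PI substrate (pre-mix) and 300 microM ATP (pre-mix). Tris pH7.5 buffer with MgCl2, Triton X-100; 1 h reaction at ambient temperature.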
G9a block = qHTS Assay for Inhibitors of Histone Lysine Methyltransferase G9a | Histone-lysine N-methyltransferase EHMT2 (Homo sapiens), Q96KQ7 | hit rate 8.8% among 350,000 | G9a H3K9 monomethylation, AlphaScreen, 2 h | Potency, µM (highest dose often 102 µM), for inactives: at the top dose activity, negative = inhibition, usual class: inhibitors; also: potency is read from the fitted curve at half-maximal effect; % is scaled to controls: 0 for no effect and ±100 for the full control effect; nearly all actives have a fitted effect of over 75% in size
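Enzyme 20 nM + cpd, 15 min RT; add b-H3K9 pep 500 nM / SAM 20 uM; 2 h RT; anti-H3K9me1 Ab 0.5 ug/mL + SA donor / anti-rabbit acceptor beads 20 ug/mL each, 10 min; AlphaScreen read.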
Tb PGK inh = qHTS Assay to Find Inhibitors of Phosphoglycerate Kinase; Phosphoglycerate kinase, glycosomal (Trypanosoma brucei brucei), P07378; PGK/GAPDH coupled, Kinase-Glo luminescence, 60 min; Potency, µM (titrated, usually from 57.5 µM), inactives show top-dose activity change, negative = inhibition, hits mostly inhibitors; hit rate 0.043% among 380,000; AID 602233, 2012; also: potency is read from the fitted curve at half-maximal effect; % is scaled to controls: 0 for no effect and ±100 for the full control effect; nearly all actives have a fitted effect of over 60% in size
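Luminescent ATP detection (Kinase-Glo Plus) follows a 60-minute room-temperature incubation, with wells lacking PGK as controls. Buffer: 100 mM TEA (pH 7.6), 5 mM MgCl2, 0.01% Tween-20. Coupling enzyme GAPDH (100 nM final) supplies unstable 1,3-BPG in-well.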
HP1b binding inh = HTS for Inhibitors of HP1-beta Chromodomain Interactions with Methylated Histone Tails; AlphaScreen HP1-beta / biotin-H3K9me3 peptide binding; Potency, µM (titrated, usually from 114 µM), inactives show top-dose activity change, negative = inhibition, most hits filed as inhibitors; hit rate 0.56% among 390,000; AID 540317, 2011; also: potency is read from the fitted curve at half-maximal effect; nearly all actives have a fitted effect of over 70% in size; inactives centre near 23
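HP1-beta protein (50 nM final) preincubated 30 min at room temperature with biotinylated H3(1-18)K9me3 peptide (50 nM) in PBS pH 7.4, 0.01% Tween-20, then compound added for 30 min. AlphaScreen streptavidin donor/nickel chelate acceptor beads (10 ug/mL final), 30 min dark, luminescence read.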
The depositor's hits bear a star; i = inactive; u = inconclusive; x = not tested or not shown; & = joins results of further samples; [ ] = remark or other dose. Unless noted, calls follow the shape of the dose curve; as a rule, active = well fitted curve in the direction sought with a large enough effect; inconclusive = small, poorly fitted or top-dose-only effect, or another doubt; inactive = no such curve, though single readings can be large; an effect the other way counts as inactive or inconclusive.

The first 2 compounds, to show the layout:
Values run as follows: GLS inh, JMJD2A Tudor inh, Pin1 inh, BAZ2B inh, ERG-DNA inh, PI4K2A inh, G9a block, Tb PGK inh, HP1b binding inh
#1 CCOc1ccc(N=C(/C(C(=O)C(=O)N2CCOCC2)=C(\O)c2ccccc2)c2ccccc2)cc1
→ 16%, -17%, -3%, -29%, 6%, -8, 50µM*, -2%, 13%
#2 O=C(COC(=O)c1c(Cl)cccc1Cl)NC1CCCCCCC1
→ 6%, 19%, 17%, x, -16%, -7, x, -5%, 68%[activator]

The listing, previewed entries included:
Values run as follows: GLS inh, JMJD2A Tudor inh, Pin1 inh, BAZ2B inh, ERG-DNA inh, PI4K2A inh, G9a block, Tb PGK inh, HP1b binding inh
#1 CCOc1ccc(N=C(/C(C(=O)C(=O)N2CCOCC2)=C(\O)c2ccccc2)c2ccccc2)cc1
→ 16%, -17%, -3%, -29%, 6%, -8, 50µM*, -2%, 13%
#2 O=C(COC(=O)c1c(Cl)cccc1Cl)NC1CCCCCCC1
→ 6%, 19%, 17%, x, -16%, -7, x, -5%, 68%[activator]
#3 COc1ccc(CC2SC(N)=NC2=O)cc1 (stereo unspecified)
→ 1%, -20%, -1%, -5%, 1%, 6, 9%[0.501 µM], -1%, 19%
#4 CN(C)/C=C/C(=O)/C=C/c1cn(-c2ncc(C(F)(F)F)cc2Cl)c2ccccc12
→ 2%, -26%, u, -11%, 5%, 0, 10µM*, -16%, -6%
#5 Cc1ccc(C)c(S(=O)(=O)N2CCN(C(=O)c3ccccn3)CC2)c1
→ -6%, 1%, -3%, -5%, 13%, -3, 12%[12.7 µM], 0%, 50%[activator]
#6 O=C(CSc1ncnc2scc(-c3ccc(Cl)cc3)c12)NCc1ccc2c(c1)OCO2
→ 2%, -8%, 13%, 1%, -1%, -9, 17%[59 µM], i, 31%[activator]
#7 Cc1ccc([C@@H]2[C@@H]3C(=O)N(C)C(=O)[C@@H]3[C@]3(C)C(=O)N(CCO)CC(=O)N23)o1
→ 8%, -12%, 0%, -17%, -1%, 0, 45µM*, -8%, 34%
#8 COC(=O)c1ccc(C(=O)Nc2cc(Cl)ccc2Cl)cc1NC(=O)c1ccccc1C
→ 5%, -8%, -1%, -4%, 5%, 1, 19%[59 µM], -1%, 14%
#9 O=C(O)c1ccccc1C(=O)c1ccc(Cl)cc1
→ -7%, 1%, 4%, 1%, -10%, -1, 1%, i, 21%[57 µM]
#10 CCCCN(C)CC(O)Cn1cc(/C=C/C(=O)c2ccc(OC)c(OC)c2)c2ccccc21 (stereo unspecified)
→ 2%, u, u, u, 3%, -8, -29%[59 µM], -3%, 19%
#11 CCc1cc(CN2CCOCC2)c(NC(=O)c2ccccc2)s1
→ u, -18%, -2%, -29%, 12%, -1, -23%, -2%, 16%
#12 CN(c1ccccc1)S(=O)(=O)c1cccc(NC(=O)c2ccncc2)c1
→ -2%, -33%, -1%, -31%, 8%, 5, u, -10%, 14%
#13 Cc1ccc(C2C=NN(c3ccccc3)C2=O)cc1 (stereo unspecified)
→ 21%, -33%, -11%, u, -7%, 2, x, -1%, 3%
#14 COc1ccccc1CC(=O)Nc1cc2oc3ccccc3c2cc1OC
→ 12%, -3%, 9%, -3%, x, -3, 14%, x, 9%
#15 NC(=O)NCC(c1ccccc1)C1CCCCC1 (stereo unspecified)
→ 3%, -12%, 3%, 4%, 5%, -3, x, -4%, 37%
#16 O=C(O)CN1C(=O)c2ccc(C(=O)c3ccccc3)cc2C1=O
→ 3%, -7%, 0%, -21%, -11%, 1, u, 0%, 22%
#17 CCOC(=O)COn1c(=O)c[n+]([O-])c2ccccc21
→ 1%, 12%, 3%, -20%, 0%, 2, -13%[12.7 µM], 12%, 32%
#18 CN(Cc1ccccc1)C(=O)C1CCN(S(=O)(=O)c2cccc3nsnc23)CC1
→ u, 14µM*, 3%, -21%, -2%, -2, 0%[59 µM], -9%, 1%
#19 CCn1c(=O)c2cc(C(=O)NCCCOC)sc2c2ccccc21
→ 2%&-11%, -1%&-6%, 3%&5%, 10%&-21%, -7%&0%, -5&2, 28%, -9%&1%, 22%&15%
#20 O=C1CC(c2ccc(OCCCCCOc3ccc(C4CC(=O)NC4=O)cc3)cc2)C(=O)N1 (stereo unspecified)
→ -7%, -13%, 2%, u, 3%, 4, u, 2%, 3%
#21 CCN1C(=O)[C@H]2[C@H]3CN=C(SCc4ccc(C)cc4)N3[C@@](C)(C(=O)OC)[C@H]2C1=O
→ -3%, -33%, 3%, x, -3%, -3, x, 6%, 32%[activator]
#22 COc1cccc(CNC(=O)CN2C(=O)CSc3c2c(C)nn3-c2ccccc2)c1OC
→ -4%, -7%, 12%, -3%, -4%, -1, -1%[59 µM], -5%, 34%
#23 CCOC(=O)c1sc(=NC(=O)c2ccccc2Br)n(C)c1C
→ 4%, -3%, 0%, -15%, -6%, -2, 54%[activator], 5%, 40%[activator]
#24 CCSc1ccccc1C(=O)N1CCN(c2ccccc2F)CC1
→ -2%, -13%, -4%, -5%, 1%, 6, -30%[59 µM], -8%, 22%
#25 CCN(C(=O)c1ccc(N2CC3CC(C2)c2cccc(=O)n2C3)c(NC(=O)c2ccncc2)c1)c1cccc(C)c1 (stereo unspecified)
→ -23%, -9%, 0%, -4%, -1%, 7, 6%, -2%, 26%
#26 O=C(C[n+]1ccccc1)Nc1ccc(Oc2ccccc2)cc1
→ -4%, -7%, 0%, -15%, -1%, -3, 1%, -3%, 36%
#27 CC(=O)N1CCN(CCS(=O)(=O)c2ccc(Br)cc2)CC1
→ -9%, 0%, -1%, -3%, -2%[15.4 µM], -3, 26%[59 µM], i, 34%
#28 OC1(c2ccccc2F)CCN(Cc2nnc(-c3ccccc3)o2)CC1
→ 11%, -6%, 1%, -5%, 3%, 3, 4%[59 µM], 5%, 34%
#29 CC(C)[C@@H]1CC[C@@H](C)C[C@H]1OC(=O)C[n+]1cc(-c2ccc(Cl)cc2)n2c1CCCCC2
→ -15%, -24%, -2%, -4%, -8%, -1, u, -4%, -1%
#30 Cc1ccc(C(=O)NC(=S)NCc2ccco2)cc1
→ -5%, u, -4%, u, -5%, -1, 45µM*, -5%, -14%
#31 O=C1NC(c2ccc(Br)cc2)Nc2ccccc21 (stereo unspecified)
→ -18%, -6%, 2%, 1%, 6%, 1, 29%, -1%, 48%[activator]
#32 CC(C)(C)c1ccc(C(=O)Nc2c(C(=O)c3ccc(F)cc3)oc3ccccc23)cc1
→ 0%, 52%[activator], 1%, 24%, -2%, -2, 46%[activator][59 µM], -2%, 80%[activator]
#33 CCc1ccc(C(N)=S)cc1
→ -2%, -19%, 1%, -13%, -3%, 4, -34%, 1%, 20%
#34 O=C(NCCCN1CCOCC1)c1ccc2c(=O)n(Cc3cccc(Br)c3)c(=S)[nH]c2c1
→ 5%, u, 0%, -24%, 2%, 3, 35µM*, -1%, u
#35 Cc1cccc(CCN2CCN=C2Nc2ccccc2)c1
→ -3%, -21%, 3%, 4%, -9%, 2, 11%[2.33 µM], -6%, 16%
#36 CCOC(=O)N1CCC(NC(=O)CN2C(=O)CSc3ncccc32)CC1
→ -5%, -14%, -4%, -3%, 3%, 3, -9%[59 µM], i, 53%[activator]
#37 CCCC(CCC)=NNc1ccc(S(=O)(=O)Nc2ccccc2OC)cc1[N+](=O)[O-]
→ 9%, 14µM*, -8%, 10µM*, 0%, -5, u, 0%, 28µM*
#38 O=C(CNC(=O)c1ccccc1F)OCc1csc(-c2ccccc2)n1
→ -3%, 20%, 4%, 4%, -7%, -5, 25%, i, 59%[activator]

Quoted at random: 4 entries already listed
Values run as follows: GLS inh, JMJD2A Tudor inh, Pin1 inh, BAZ2B inh, ERG-DNA inh, PI4K2A inh, G9a block, Tb PGK inh, HP1b binding inh
#34 O=C(NCCCN1CCOCC1)c1ccc2c(=O)n(Cc3cccc(Br)c3)c(=S)[nH]c2c1
→ 5%, u, 0%, -24%, 2%, 3, 35µM*, -1%, u
#37 CCCC(CCC)=NNc1ccc(S(=O)(=O)Nc2ccccc2OC)cc1[N+](=O)[O-]
→ 9%, 14µM*, -8%, 10µM*, 0%, -5, u, 0%, 28µM*
#31 O=C1NC(c2ccc(Br)cc2)Nc2ccccc21 (stereo unspecified)
→ -18%, -6%, 2%, 1%, 6%, 1, 29%, -1%, 48%[activator]
#32 CC(C)(C)c1ccc(C(=O)Nc2c(C(=O)c3ccc(F)cc3)oc3ccccc23)cc1
→ 0%, 52%[activator], 1%, 24%, -2%, -2, 46%[activator][59 µM], -2%, 80%[activator]

Screening results as filed in PubChem.
